Mtb BioA inh – blocks M. tuberculosis BioA enzyme activity | AID 602481 | inhibition, % at 9.99 µM | actives 0.096% (n = 360,000) | purified M. tuberculosis BioA enzyme, plate reader; in the data active means inhibition above about 40%
DUSP3 inh – DUSP3 (human) phosphatase inhibition; P51452; recombinant VHR phosphatase, pNPP absorbance; inhibition, % at 13.3 µM; actives 0.52% (n = 290,000); AID 1654; in the data active means inhibition above about 50%; further: some compounds called inactive have numbers as strong as hits
Target sequence (P51452 whole entry, looked up): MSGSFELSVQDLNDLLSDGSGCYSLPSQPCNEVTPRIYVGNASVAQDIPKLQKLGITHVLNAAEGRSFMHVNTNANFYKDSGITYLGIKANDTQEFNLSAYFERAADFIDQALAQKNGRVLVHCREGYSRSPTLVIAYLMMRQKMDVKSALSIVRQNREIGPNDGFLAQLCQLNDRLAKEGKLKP
UGM FP inh – inhibitors of M. tuberculosis UDP-galactopyranose mutase | inhibition, % at 10 µM | actives 0.06% (n = 320,000) | purified UGM, fluorescence polarization probe displacement | P9WIQ1 | AID 504406; in the data active means inhibition above about 10%, passing the limit was not always enough
SSB-PriA inh – blocks PriA binding to SSB C-terminal tail; AlphaScreen SSBct-PriA binding, biotinylated peptide; inhibition, % at 33 µM; actives 0.6% (n = 430,000); in the data active means inhibition mostly above about 37%, no sharp cut-off; inactive means mostly below about 20%;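 further: plate controls were negative control peptide for no effect and reference peptide for full effect; strong numbers were not always called active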
GDH-TPI counter – counter-screen for M. tuberculosis FBA inhibitors: GDH-TPI coupled enzymes | GDH-TPI coupled enzyme counterscreen, NADH absorbance | inhibition, % at 4.8 µM | actives 1.2% (n = 360,000); in the data active means inhibition above about 30%;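 further: 0% = DMSO wells and 100% = wells lacking the enzyme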
Rv3671c inh – inhibits the M. tuberculosis serine protease Rv3671c; P9WHR9; inhibition, % at 5.96 µM; actives 0.048% (n = 320,000); AID 2606; in the data active means inhibition above about 38%;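 further: extracellular domain of Rv3671c used as enzyme; 0% = enzyme with DMSO and 100% = no enzyme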
Target sequence (P9WHR9 whole entry, looked up, the tested form may be a part): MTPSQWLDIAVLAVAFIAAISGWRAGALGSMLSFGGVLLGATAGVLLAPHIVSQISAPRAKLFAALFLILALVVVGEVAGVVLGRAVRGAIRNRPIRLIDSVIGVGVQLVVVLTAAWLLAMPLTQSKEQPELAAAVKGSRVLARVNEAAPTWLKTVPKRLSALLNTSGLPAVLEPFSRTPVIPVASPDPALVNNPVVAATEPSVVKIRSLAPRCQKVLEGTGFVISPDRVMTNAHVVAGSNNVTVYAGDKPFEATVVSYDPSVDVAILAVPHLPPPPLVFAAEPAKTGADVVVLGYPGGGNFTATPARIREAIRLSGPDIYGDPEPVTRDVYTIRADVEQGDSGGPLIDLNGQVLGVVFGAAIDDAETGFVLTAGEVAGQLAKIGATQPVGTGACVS
Vc quorum ag – quorum light induction in luxS cqsA deficient V. cholerae | V. cholerae BH1578 lux reporter, luminescence, 6 h | activation, % at 18.7 µM | actives 0.16% (n = 350,000); in the data active means activation mostly above about 9.7%, no sharp cut-off; further: not every result past the cut was called active; inactives centre near 0; reference of the scale not given here
3CLpro inhibitor – SARS-CoV 3CLpro protease inhibition; recombinant SARS-CoV 3CLpro, quenched FRET peptide cleavage; actives 0.14% (n = 290,000); inhibition, % at 6 µM; in the data active means inhibition above about 12%
FBA Mtb inh – Mtb fructose-bisphosphate aldolase inhibition | inhibition, % at 1 µM | purified M. tuberculosis FBA, fluorescence read-out | actives 2.3% (n = 360,000); in the data active means inhibition above about 27%;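 further: 0% = vehicle and 100% = reference inhibitor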
Target sequence (P9WQA3 whole entry, looked up): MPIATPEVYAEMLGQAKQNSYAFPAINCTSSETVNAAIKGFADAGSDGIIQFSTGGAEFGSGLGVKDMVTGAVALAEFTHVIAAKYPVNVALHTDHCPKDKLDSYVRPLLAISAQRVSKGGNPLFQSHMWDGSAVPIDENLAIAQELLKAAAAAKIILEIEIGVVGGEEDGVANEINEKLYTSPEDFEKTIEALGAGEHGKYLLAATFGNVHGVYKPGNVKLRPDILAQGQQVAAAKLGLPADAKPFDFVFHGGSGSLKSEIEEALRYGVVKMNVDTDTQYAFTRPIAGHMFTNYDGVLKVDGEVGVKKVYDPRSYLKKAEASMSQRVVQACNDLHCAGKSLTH
MazF activator – increases E. coli MazEF RNase cleavage of RNA. P0AE70. FAM/BHQ RNA-DNA oligo cleavage fluorescence, 5 h. activation, % at 20 µM. actives 0.32% (n = 350,000); in the data active means activation above about 50%
Target sequence (P0AE70 whole entry, looked up): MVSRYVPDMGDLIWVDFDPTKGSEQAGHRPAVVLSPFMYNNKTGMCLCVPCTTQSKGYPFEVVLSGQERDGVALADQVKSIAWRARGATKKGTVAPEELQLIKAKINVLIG
* marks the source's active call; other numbers are inactive results; i = inactive; nt = no result given; & = joins results of further samples. The list is partial; count on the stated rates, not on these rows.

SMILES	Mtb BioA inh	DUSP3 inh	UGM FP inh	SSB-PriA inh	GDH-TPI counter	Rv3671c inh	Vc quorum ag	3CLpro inhibitor	FBA Mtb inh	MazF activator
Cc1ccc(C(c2sc3ncnn3c2O)N2CCC(C)CC2)cc1 (configuration not stated)	-1.4	5	-0.8	-3	-7	-1	-0.2	0	-4	1
Cc1csc(NC(=O)COc2ccc3c(c2)CCC3)n1	-0.8	nt	1.7	4	2	-4	-0.6	nt	2	-1
COC(=O)/C=C/c1cnc2ccccc2c1	nt	13	1.6	-7	-3	-5	-0.9	4	4	15
COc1ccc(Cn2cc3c(-c4ccc(F)cc4)nnc-3c3cc(OC)c(OC)cc32)cc1	23	-2	6.6	-9	5	-11	-0.2	-10	9	558*
COc1ccc(-c2cnc(C(O)c3ccc(CN4CCCCC4)cc3)[nH]2)cc1 (configuration not stated)	0.0	nt	nt	nt	2	nt	-0.4	nt	2	nt
COC(=O)c1cn(NC(=O)c2ccc(OC)c(OC)c2)c(=O)c2ccccc12	0.6	-16	1.9	-5	2	-8	5.0	-3	2	9
CCCC(C)C1(CC)C(=O)NC(=Nc2ccc(F)cc2)NC1=O (configuration not stated)	-0.3	-7	-0.5	-1	-2	-2	i	1	1	-2
CCC(=O)Nc1nc2c(OC)ccc(C)c2s1	0.9	1	-2.2	-5	-5	0	-0.4	5	1	8
CCOn1c(=O)c(=O)n(OCc2ccccc2)c2ccccc21	-0.7	-12	3.1	-8	-1	-2	i	-1	2	6
CCC(C)(C)C1CCc2c(sc(NC(=O)c3cccs3)c2C(N)=O)C1 (configuration not stated)	-0.5	-15	1.2	-15	-5	-6	-0.2	2	2	-8
COC(=O)c1ccc(CSc2nc(C)nc3sc(C)c(C)c23)o1	-0.7	0	0.2	-16	7	-1	i	-1	4	-16
Cn1c(O)c(N=NC(=O)Cn2ccc(C(F)(F)F)n2)c2ccccc21	-0.8	5	-1.1	1	5	-3	i	2	-1	-4
CC1=C(C(=O)OC(C)C)C(c2cccs2)N2C(=O)CCSC2=N1 (configuration not stated)	1.3	-8	4.8	-8	-6	2	i	5	1	3
CCOC(=O)C1CCN(S(=O)(=O)c2cn(C)c(=O)n(C)c2=O)CC1	-1.1	37	-0.8	0&-15	-2	4	0.3	1	0	7
Cc1ccc(NC(=O)COC(=O)CCc2c(C)nc3ncnn3c2C)cc1C	0.7	nt	-1.8	-9	0	1	0.4	nt	0	10
O=C1CN(C(=O)c2ccc(Cl)c([N+](=O)[O-])c2)c2ccccc2N1	2.3	-3	2.5	3	-1	nt	i	2	5	7
Cc1ccc(S(=O)(=O)NC2=NCCCCC2)cc1	0.4	5	-1.8	-5	5	-12	i	3	-4	3
CSc1ncc(Cl)c(C(=O)Nc2cccc(C)c2)n1	nt	-13	-0.6	-10	-2	7	i	5	4	-10
COc1cc(CNC(C)(C)CO)cc(Br)c1OCc1ccccc1	0.7	21	-4.4	-3	6	0	-0.4	-5	2	8
COc1ccc(OC(=O)CCCN2C(=O)c3ccccc3C2=O)cc1	nt	-1	-0.1	3	5	-1	-0.2	-2	-2	-3
Cc1onc(-c2ccccc2)c1C(=O)OCC(=O)Nc1ccc2c(c1)OCO2	0.9	19	-0.8	-29	-13	2	i	-1	-2	9
CN(CCOC(=O)/C=C/c1ccccc1)C(C)(C)C	-1.3	11	-1.1	8	2	3	i	-2	0	6
C=CCOc1nc2c(c(=O)n(C)c(=O)n2C)n1Cc1ccccc1	nt	1	-1.1	-14	2	2	-0.5	0	5	-9
O=C(COc1ccc(Cl)cc1Cl)NCCCN1CCOCC1	-1.6	-4	-0.8	-12	5	0	-0.6	0	3	2
COCC(=O)Nc1ccc2c(c1)[C@@H]1C[C@H](CC(=O)NCc3ccccc3)O[C@@H](CO)[C@@H]1O2	0.4	nt	nt	nt	3	nt	-2.1	nt	-1	6

Compound profiles (already shown). Values in the order: Mtb BioA inh | DUSP3 inh | UGM FP inh | SSB-PriA inh | GDH-TPI counter | Rv3671c inh | Vc quorum ag | 3CLpro inhibitor | FBA Mtb inh | MazF activator
CCC(C)(C)C1CCc2c(sc(NC(=O)c3cccs3)c2C(N)=O)C1 (configuration not stated) across the screens: -0.5 | -15 | 1.2 | -15 | -5 | -6 | -0.2 | 2 | 2 | -8
COc1cc(CNC(C)(C)CO)cc(Br)c1OCc1ccccc1 across the screens: 0.7 | 21 | -4.4 | -3 | 6 | 0 | -0.4 | -5 | 2 | 8
CCCC(C)C1(CC)C(=O)NC(=Nc2ccc(F)cc2)NC1=O (configuration not stated) across the screens: -0.3 | -7 | -0.5 | -1 | -2 | -2 | i | 1 | 1 | -2
COC(=O)c1cn(NC(=O)c2ccc(OC)c(OC)c2)c(=O)c2ccccc12 across the screens: 0.6 | -16 | 1.9 | -5 | 2 | -8 | 5.0 | -3 | 2 | 9

More entries
SMILES	Mtb BioA inh	DUSP3 inh	UGM FP inh	SSB-PriA inh	GDH-TPI counter	Rv3671c inh	Vc quorum ag	3CLpro inhibitor	FBA Mtb inh	MazF activator
Cc1ccc(S(=O)(=O)SC/C=C/CSS(=O)(=O)c2ccc(C)cc2)cc1	nt	nt	nt	-20	-6	nt	nt	nt	-2	-6
CN(C)/C=C(\C=O)c1ncc(C(F)(F)F)cc1Cl	nt	9	3.4	-4	3	-13	-0.3	2	4	12
CCN(CC)CCOCCOc1cc(C)c(Cl)c(C)c1	1.6	23	-1.9	-6	-4	1	i	-3	-2	3
O=C1NC(c2ccc(F)cc2)Oc2ccccc21 (configuration not stated)	-0.5	22	2.8	-11	14	9	0.5	-5	2	5
COC(C)c1oc2c(C)c3oc(=O)cc(C)c3cc2c1C (configuration not stated)	nt	nt	3.1	-5	13	-2	-0.9	nt	21	9
CC1Cn2c(nnc2-c2cccc(N)c2)S1 (configuration not stated)	-0.5	-5	-2.7	-10	0	-3	-0.2	2	17	-1
CCC1Oc2ccc(C)cc2N(CC(=O)NCc2cccc(OC)c2)C1=O (configuration not stated)	-0.6	35	0.6	4	5	-1	-1.4	1	-3	2
Cn1c(SCC(=O)Nc2nnc(-c3ccccc3)o2)nnc1C1CC1	-0.6	23	-1.6	7	4	2	-1.6	1	2	4
O=c1c2ccccc2nc2n1CCC2O (configuration not stated)	-0.2	30	-1.1	-4	-16	-9	-0.5	-2	3	5
Cc1nc(C)c(CCNC(=O)c2cccc(Cl)c2)s1	1.1	12	-1.6	6	-5	1	-0.4	4	1	5
CC(Oc1ccc(Cl)cc1)C(=O)N1CCCc2ccccc21 (configuration not stated)	1.3	19	0.0	-6	4	3	-0.1	2	4	0
Cc1ccc(CN2C(=O)/C(=C\c3ccc(C(=O)NCc4cccnc4)cc3)Oc3ccccc32)cc1	nt	8	0.3	nt	nt	-15	nt	-3	nt	nt
CCOC(=O)C(CC)n1cnc2sc3c(c2c1=O)CCC3 (configuration not stated)	1.2	27	-0.3	-3	7	-13	i	1	-4	-1
COc1cc(/C=C/C(=O)OCC(=O)Nc2ccc3c(c2)OCO3)ccc1O	-1.3	nt	2.5	7	20	5	i	nt	5	3
COCCCn1cn[nH]c1=S	nt	8	2.3	-1	8	6	-0.5	3	0	4
O=C(Nc1cccc2nsnc12)c1cccs1	1.4&-0.6	4&17	0.2&-2.6	-17	22&1	-5&-16	-2.1	-3&2	20&0	1&-3
COc1ccc2nc(NC(=O)C3CCN(S(=O)(=O)c4cccnc4)CC3)sc2c1	0.8	32	-1.2	-6	0	3	-0.1	3	4	0
N#CCCN=C(NS(=O)(=O)c1ccccc1)c1ccccc1	0.3	45	3.1	-11	1	-4	i	-2	0	7
O=C1NC[C@H](c2ccccc2)N(CC2CCCCC2)C1=O	0.0	23	-0.7	4	7	5	i	nt	2	3
O=C(CSc1nnc(-c2ccc(Cl)cc2)n1CC1CCCO1)NC1CCS(=O)(=O)C1 (configuration not stated)	nt	8	0.9	nt	1	-1	-0.7	2	3	-12
O=C(CNC(=O)c1cccc(F)c1)N/N=C/c1ccc(O)c([N+](=O)[O-])c1	nt	-17	1.3	nt	22	9	-0.3	0	-4	3
COc1cccc(-n2c(Cc3cc(=O)[nH]c(=O)[nH]3)nnc2SCc2cccc(C(F)(F)F)c2)c1	nt	10	-2.0	-4	-2	4	i	0	-2	5
CC(=O)c1ccc(-c2ccc([C@H]3[C@H]4C=CC[C@@H](C)[C@@H]4C(=O)N3Cc3ccccc3)c(F)c2)cc1	-0.2	-8	-0.9	5	-1	-9	3.7	nt	-2	0
Cc1cc(C)n(C(=O)CNC(=O)c2ccco2)n1	-1.3	3	0.0	-16	-3	6	0.2	-3	-2	19
O=c1oc2cc(OCc3ccc(C(F)(F)F)cc3)ccc2cc1-c1ccccn1	-0.4	-4	1.0	8	0	7	-0.4	1	3	7
SMILES	Mtb BioA inh	DUSP3 inh	UGM FP inh	SSB-PriA inh	GDH-TPI counter	Rv3671c inh	Vc quorum ag	3CLpro inhibitor	FBA Mtb inh	MazF activator
COc1cccc(CN(C)C(=O)c2[nH]c(C)c(C(C)=O)c2C)c1OC	-0.4	7	-1.1	3	17	-6	-0.4	3	1	-13
O[C@H]1COC2C1OC[C@@H]2O (some centres not stated)	-0.7	1	nt	5	10	9	i	4	2	7
COC(=O)c1ccc(NC(=O)COc2ccc(S(=O)(=O)NC(C)(C)C)cc2)cc1	nt	10	-0.2	-7	4	-19	-0.4	3	-2	5
CCN(CC)C(=O)C(C(=O)c1cccc([N+](=O)[O-])c1)n1cc(Cl)ccc1=O (configuration not stated)	nt	30	3.5	-15	1	0	-0.1	-3	5	-13
CCc1cc(C(=O)Nc2cc(Cl)ccc2N2CCN(C)CC2)sc1C	nt	nt	0.1	0	20	1	-2.9	nt	0	1
NC(=O)C1CCCN(C(=O)CCc2nnc(C3(c4ccc(Cl)cc4)CCC3)o2)C1 (configuration not stated)	0.4	-4	-1.7	3	4	-8	nt	-2	-2	8
CC(NC(=O)c1ccccc1Cl)C1CC2CCC1C2 (configuration not stated)	0.4	25	1.3	-1	5	-7	0.1	2	3	5
COc1ccc(C(=O)NCC(=O)OCC(=O)NCCC2=CCCCC2)cc1	0.9	28	-0.5	1	8	-16	-0.4	-3	1	-3
COc1ccccc1-n1nnnc1SCC(=O)NCC1CCCO1 (configuration not stated)	nt	nt	-2.6	2	4	3	-1.6	nt	3	3
CCC(C)NC(=O)C1CCCN(S(=O)(=O)c2ccc3c(c2)CC(C)N3C(C)=O)C1 (configuration not stated)	0.5	10	-3.3	-11	0	7	-0.2	7	0	9
COc1ccccc1-c1csc(C(O)(c2ccccc2)C(F)(F)F)n1 (configuration not stated)	-2.7	nt	nt	nt	9	nt	-0.6	nt	1	nt
O=C(Nc1ccc(N2CCOCC2)cc1)c1c(F)cccc1Cl	-1.6	12	0.7	-3	-1	2	-0.1	-2	-1	9
CC1CCC(C(C)C)C(OP(N)(=O)c2ccccc2)C1 (configuration not stated)	-1.8	2	1.2	3&-9	-7	-9	nt	-1	0	3
CCCNC(=O)COC(=O)c1ccc(S(=O)(=O)N2CCCCCC2)cc1	0.1	25	-1.2	-12	-4	0	8.3	-3	3	-6
O=C(N/N=C/c1cccnc1)c1cc(C2CC2)nc2ccccc12	19	4	2.0	nt	-6	5	-0.3	-7	-2	6
O=C(CCCCn1ccc(=O)[nH]c1=O)Nc1ccc(O)c(C(=O)O)c1	3.3	nt	nt	-10	9	nt	-1.7	nt	25	-4
C=CCn1c(SCC(=O)Nc2c(C)cccc2C)nnc1-c1cnccn1	1.2	15	2.8	-5	6	-2	-0.7	-2	-1	-1
O=C(COc1ccc(F)cc1)N1CCCCCCC1	-1.4	2	-1.2	2	2	3	i	-1	0	5
CCOC(=O)N1CCC(=NNc2ccc(S(=O)(=O)N3CCOCC3)cc2[N+](=O)[O-])CC1	nt	-4	0.5	-8	5	-3	-0.4	2	-2	-8
C[C@@H](C(=O)NCc1ccc(S(C)(=O)=O)cc1)[C@@H]1C[C@@]1(C)[C@@H](NC(=O)OCc1ccccc1)c1ccccc1	0.4	-11	0.0	-1	-3	2	i	-2	-2	4
O=C(COc1ccc(/C=N/NC(=O)c2cccnc2)cc1)Nc1ccccc1	2.7	-25	1.1	nt	7	3	-0.2	2	-2	13

Screening data (PubChem)
